Ba/F3 V617F tox – loss of viability in JAK2V617F-driven Ba/F3 cells. 220,000 compounds, 1.1% hits. Ba/F3 EpoR-JAK2V617F viability, ATP luminescence. AID 1446. inhibition, % at 5.6 µM;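 active = inhibition above the campaign mean plus 3 SD over all tested compounds, cut at about 24% in these data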;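 also: cytokine-independent growth of Ba/F3 cells driven by EpoR plus mutant JAK2; 0% = DMSO-treated cells and 100% = JAK inhibitor I control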
S1P4 agonist – activates the human S1P4 receptor; O95977; S1P4-expressing cell line, agonist reporter assay; activation, % at 4.98 µM; 220,000 compounds, 0.35% hits; AID 1509; in the data active = activation above about 11%;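 also: 0% = DMSO vehicle and 100% = reference agonist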
p47phox inh – p47phox (human) inhibition. P14598. p47phox/p22phox peptide binding, fluorescence polarization, 2 h. inhibition, % at 24.7 µM. 220,000 compounds, 0.53% hits. AID 1274;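 active = inhibition above about 30%, limit read from the data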;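 also: 0% = p47phox with labelled peptide and 100% = labelled peptide alone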
S1P4 antagonist – blocks the human S1P4 receptor | inhibition, % at 4.98 µM | 220,000 compounds, 0.26% hits | S1P4-expressing cells, antagonist mode, reporter read-out | O95977; in the data active = inhibition above about 29%;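 also: 0% = wells stimulated with agonist and 100% = vehicle wells without agonist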
NPY Y1 blocker – blocks the human neuropeptide Y Y1 receptor; P25929; HEK293-CNG Y1 cells, membrane potential fluorescence; NPY at EC95, then isoproterenol; inhibition, % at 3.6 µM; 200,000 compounds, 1% hits; AID 1040;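 active = inhibition above the campaign mean inhibition of all tested compounds plus 3 SD, cut at about 20% in these data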;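 also: 0% = DMSO wells given NPY plus isoproterenol and 100% = isoproterenol alone without NPY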
Target sequence (P25929 whole entry, looked up): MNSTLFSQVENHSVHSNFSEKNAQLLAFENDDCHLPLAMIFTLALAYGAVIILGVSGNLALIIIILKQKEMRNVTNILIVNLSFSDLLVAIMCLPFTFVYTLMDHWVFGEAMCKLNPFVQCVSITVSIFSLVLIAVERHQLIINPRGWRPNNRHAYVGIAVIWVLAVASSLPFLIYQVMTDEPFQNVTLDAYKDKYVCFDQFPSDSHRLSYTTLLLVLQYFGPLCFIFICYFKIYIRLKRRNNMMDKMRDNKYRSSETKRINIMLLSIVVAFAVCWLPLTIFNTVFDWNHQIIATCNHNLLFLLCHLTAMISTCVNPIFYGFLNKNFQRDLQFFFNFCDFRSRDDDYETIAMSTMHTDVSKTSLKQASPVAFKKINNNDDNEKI
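Material: HEK293 cells with Y1 receptor plus CNG channel; times: compound incubation 1 h at room temperature, readout 45 min post-stimulation; signal: fluorescence, membrane potential probe; read-out basis: fluorescence ratio normalized to % inhibition between controls; benchmarks: full-block control isoproterenol-only wells, zero-block control NPY plus isoproterenol wells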
NPY-Y1 PAM-ag – potentiates or activates human NPY-Y1 receptor. AID 1304. NPY-Y1 expressing cells, potentiator/agonist activation. activation, % at 3.6 µM. 220,000 compounds, 0.37% hits; in the data active = activation above about 33%, passing the limit was not always enough;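 also: cells stimulated with NPY at EC10 then isoproterenol at EC100; 0% = low agonist plus stimulus and 100% = saturating agonist plus stimulus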
BaF3 tox – counter-screen for JAK2V617F inhibitors: parental Ba/F3 viability inhibitors. CellTiter-Glo ATP luminescence. inhibition, % at 5.6 µM. 220,000 compounds, 1.1% hits. AID 1486;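 active = inhibition above a per-campaign cutoff, the mean inhibition of all tested compounds plus 3 SD, cut at about 27% in these data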;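 also: 0% = DMSO wells and 100% = JAK Inhibitor I control wells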
NPY-Y2 PAM-ag – potentiates or activates human NPY-Y2 receptor; AID 1359; cells expressing NPY-Y2, potentiator/agonist read-out; 220,000 compounds, 0.45% hits; P49146; activation, % at 3.6 µM; in the data active = activation above about 27%;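 also: cells stimulated with NPY near EC25 plus isoproterenol at EC100; 0% = vehicle plus submaximal agonist and 100% = vehicle plus saturating agonist; some results beyond the cut were filed as inactive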
Target sequence (P49146 whole entry, looked up): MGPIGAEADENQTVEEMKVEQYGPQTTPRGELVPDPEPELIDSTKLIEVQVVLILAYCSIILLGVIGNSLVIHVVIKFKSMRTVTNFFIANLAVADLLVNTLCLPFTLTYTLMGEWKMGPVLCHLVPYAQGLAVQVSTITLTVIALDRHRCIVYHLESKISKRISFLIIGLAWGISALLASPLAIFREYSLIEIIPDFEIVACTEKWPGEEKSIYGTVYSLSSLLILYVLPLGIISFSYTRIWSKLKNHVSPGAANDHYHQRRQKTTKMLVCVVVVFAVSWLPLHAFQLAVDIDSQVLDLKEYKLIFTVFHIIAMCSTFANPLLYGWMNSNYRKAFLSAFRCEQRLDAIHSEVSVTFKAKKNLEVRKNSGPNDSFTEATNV
CHOP inhibitor – blocks CHOP induction under ER stress; 220,000 compounds, 3.8% hits; inhibition, % at 10 µM; CHO-K1 CHOP-promoter luciferase, tunicamycin-induced, 15-18 h;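 active = compounds that reduced the stress-induced luciferase reporter signal by more than about 70% of percent inhibition, limit read from the data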;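 also: 0% = tunicamycin plus vehicle and 100% = wells without tunicamycin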
Active calls of the source: *; . = not tested or not shown. Rows were taken by chance (roughly 7.1% active in at least one column).

Compound	Ba/F3 V617F tox	S1P4 agonist	p47phox inh	S1P4 antagonist	NPY Y1 blocker	NPY-Y1 PAM-ag	BaF3 tox	NPY-Y2 PAM-ag	CHOP inhibitor
O=C1CCCC/C1=C\Nc1ccc(Cl)cn1	-3	2.4	-5	0	3	-11	3	2	33
Cc1cc(NC(=O)CSc2n[nH]c(N)n2)no1	0	0.8	-3	0	-2	-20	1	-2	-4
c1ccc(CN2CCN(c3nc4ccccc4c4ccccc34)CC2)cc1	-2	1.0	-15	-11	17	-25	1	-26	44
Cc1ccccc1OCc1nc2ccccc2c(=O)n1/N=C/c1ccco1	-4	0.5	-10	-1	6	15	-2	10	10
COc1ccc(-c2cc(C(=O)NN)[nH]n2)cc1OC	-2	-0.7	-4	13	0	-1	-2	-3	-3
CCN(CC)CCNC(=O)c1ccc(NC(=O)Cc2ccccc2F)cc1	-3	-0.8	-13	-13	-2	3	3	5	3
COC(=O)C(=O)Nc1nnc(COc2ccccc2)s1	1	-0.3	-6	-14	6	13	4	-1	-4
COC(=O)c1ccc(Cn2nc(C)cc2C)cc1	0	4.4	-4	-18	7	1	6	-3	-24
CCOC(=O)C1(CCc2ccccc2)CCN(Cc2cccc3nccnc23)CC1	1	0.3	-4	4	10	2	17	-13	61
CNCC(=O)Nc1c(C)n[nH]c1C	2	-0.7	-15	-15	3	-25	7	-3	26
COc1ccc(C(=O)NC(=S)N2CCCc3ccccc32)cc1OC	-6	-0.8	-17	2	-7	12	-2	1	-4
O=c1c2c(nc3cc(-c4ccc(F)cc4)[nH]n13)CCCC2	-1	2.0	2	-1	-1	-13	5	-7	.
CSc1cccc(NC(=O)CSc2ccc(C)cc2)c1	0	1.3	2	-15	0	-32	4	-19	40
COc1cccc(NC(=O)C/C(C)=N/NC(=O)c2ccccc2Cl)c1	-4	-0.7	-3	-22	.	9	0	5	11
COc1cc(CN2CCNC(=O)C2CC(=O)N(C)Cc2cccnc2)cc(OC)c1 (stereo not given)	-4	1.6	9	-19	8	6	1	6	9
CCN1CCN(c2ccc(N=Cc3ccc(O)cc3O)cc2)CC1	-3	0.1	15	-4	-4	12	2	-3	-15
O=C(Nc1ccccc1)Oc1ccccc1N1CCOCC1	-3	0.7	-15	17	.	-11	-1	0	-3
Fc1ccc(NC(=S)NC2CCCCC2)c(F)c1F	1	-0.7	4	-5	3	19	4	3	6
COc1cc(OC)cc(C(=O)Nc2ccc(-c3nc4ccccc4o3)cc2)c1	2	1.2	-17	-22	6	-16	4	-18	50
O=C(N/N=C/c1ccc2c(c1)OCO2)c1cccs1	-1	-0.1	-9	11	2	-6	3	13	-18
CCOC(=O)c1sc2ncc([N+](=O)[O-])cc2c1N	-1	0.8	1	-79	.	9	1	-2	24
CN(CCO)C1=NS(=O)(=O)c2cc([N+](=O)[O-])ccc21	4	0.8	0	14	-1	-3	1	-6	-14
CCNc1ccc(C(=O)OCC)cc1NC(=O)c1cccc(S(=O)(=O)N(C)c2ccccc2)c1	-1	-0.8	-35	-7	3	-45	4	5	36
O=C(NCc1ccc(F)cc1)c1cnn2ccccc12	-2	-0.7	7	-11	4	-9	7	8	-24
CCn1cc(Cl)c(C(=O)Nc2cccc(C(F)(F)F)c2)n1	2	1.1	7	2	6	9	8	-16	14
O=c1cc(CNc2ccc(Br)cc2)nc2sccn12	0	1.9	-10	-7	-5	16	7	10	-22
O=C(NCc1ccccc1Cl)c1ccc(CSc2nc3ccncc3[nH]2)cc1	-1	-0.1	-12	-17	.	13	-3	5	3
S=C(c1ccc(-c2cccc(Cl)c2)o1)N1CCCCC1	2	1.6	-9	5	9	-28	1	-19	44
O=C(CN1CCN(S(=O)(=O)c2ccccc2)CC1)NC(=O)NCc1ccco1	0	-1.3	-10	2	.	11	-1	-4	-4
COc1ccc(CCNC(=O)C23CN(Cc4ccccc4)CC2C(c2ccc([N+](=O)[O-])cc2)=NO3)cc1 (stereo not given)	-1	-0.1	-4	3	9	5	1	-7	5
CCC(C(=O)NCc1ccco1)N(C(=O)CNS(=O)(=O)c1ccccc1)c1ccccc1C (stereo not given)	-2	-0.4	1	-5	-5	15	4	-9	10
Cn1cccc1/C=C1\SC(=S)N(NC(=O)c2ccccc2Cl)C1=O	-5	0.1	-6	-27	0	-2	-2	-17	1
CC(NC(=O)COC(=O)c1ccccc1Nc1ccccc1)c1ccccc1 (stereo not given)	0	-0.1	2	-15	6	-3	6	-7	38
O=C(N/N=C\c1ccco1)Nc1cccc(Cl)c1	4	-0.8	-2	8	3	7	1	3	-9
O=C1CCC(C(=O)N(Cc2cccs2)C2(C(=O)NC3CCCCC3)CCCCC2)N1 (stereo not given)	0	0.3	2	-5	17	-3	7	-17	1
c1ccc2c3c(c(CN4CCCC4)cc2c1)COC3	1	0.2	8	-6	11	-11	5	-5	-11
OCC1(Cc2ccccc2)CCN(Cc2cnc(-c3ccc(Cl)cc3)nc2)CC1	0	1.3	-13	-17	3	-7	6	16	73*
NC(=O)C1=C[C@H](c2csc3ccccc23)C[C@H](OCc2ccc(CO)cc2)O1	8	3.3	-9	-9	-2	-14	-2	3	-22
Cc1ccccc1C(=O)NNc1ccc(-c2csnn2)cc1	-6	0.4	-3	-3	.	10	0	3	-1
Cc1nnc(-c2ccccc2)nc1N1CCOCC1	-1	-0.5	9	-24	-1	-2	7	-10	9
CC(C(=O)O)N1C(=O)c2cccc3cccc1c23 (stereo not given)	-4	-0.6	-2	-33	14	-43	1	-8	29
O=C(CCN1CCCCC1)c1ccc2c(c1)OCCO2	-2	0.5	-11	6	2	-16	7	-6	-1
O=C(Nc1ccc2oc(-c3ccncc3)nc2c1)c1cccs1	1	-0.3	7	-14	-5	-6	3	-2	-13
c1ccc(CSc2nnc(-c3ccccn3)n2-c2ccccc2)cc1	-2	-0.9	-11	-10	3	14	2	-4	23
Cc1ccc(C)c(S(=O)(=O)NCC(=O)Nc2sc3c(c2C(N)=O)CCC(C)C3)c1 (stereo not given)	-3	2.3	-8	-6	1	-12	4	6	-31
O=C(COC(=O)/C=C/c1cccc(C(F)(F)F)c1)NCc1ccccc1	1	1.7	-7	4	0	-17	8	3	42
O=C(Cc1ccccc1)Nc1nc(-c2cccs2)cs1	1	-1.6	-4	-8	-5	13	5	-15	32
CCC1CCCCN1C(=O)CSc1nc2c(c(=O)n(C)c(=O)n2C)n1C (stereo not given)	-2	-0.2	-5	-2	4	4	6	9	8
Cc1cc(C(=O)OCC(=O)N2CCOCC2)c2ccccc2n1	0	1.8	12	-16	1	-8	3	16	-33
O=C(NC1CCCC1)C(Cc1ccccc1)n1cccc1 (stereo not given)	-5	0.7	-4	-4	1	-17	0	5	3

The list goes on.
Compound	Ba/F3 V617F tox	S1P4 agonist	p47phox inh	S1P4 antagonist	NPY Y1 blocker	NPY-Y1 PAM-ag	BaF3 tox	NPY-Y2 PAM-ag	CHOP inhibitor
O=C(Cc1cccs1)Nc1ccccc1C(=O)O	-2	117*	-10	-11	7	-24	-1	-4	-7
O=C(NCc1ccco1)C(c1ccccc1)N(CC1CCCO1)C(=O)Cn1nnc2ccccc21 (stereo not given)	0	0.6	12	-5	-2	2	-1	-1	18
Cc1ccc(C)n1NC(=O)c1ccco1	1	-1.6	-16	-29	-2	-14	6	-3	-3
COc1nc(Nc2cccc(C)c2)nc(N2CCCCC2)n1	2	-1.1	-11	9	6	-30	10	-14	71*
CCCCn1nc2cc(C(=O)NCCCCc3ccccc3)ccc2c1OCC	-1	0.9	10	-8	3	5	2	-9	15
Cc1noc(C)c1S(=O)(=O)N1CCCC(C(=O)c2cccc(OC(C)C)c2)C1 (stereo not given)	-1	2.1	-8	-5	3	1	-1	-9	14
CCN1CCN(CCCNC(=O)CCc2nc(-c3ccc(OC)cc3)no2)CC1	1	-0.3	-5	9	2	-4	2	-5	15
Cc1sc(NC(=O)CCCC(=O)O)c(C#N)c1C	4	2.7	4	-47	3	-2	5	8	3
O=C(O)c1ccccc1C(=O)c1ccc(Oc2ccccc2)cc1	0	1.1	-4	-7	9	-27	7	-3	4
O=C(Nc1cccc(C(F)(F)F)c1)c1cc2c(=O)c3ccccc3oc2nc1C(F)(F)F	5	0.5	-9	-22	4	-4	2	5	-13
O=C(CSCC(=O)Nc1cccc2ccccc12)Nc1cccc2ccccc12	-2	0.7	-19	-14	.	17	-2	-16	33
O=C(Nc1ccc(F)cc1F)c1csc(-c2ccccc2)n1	1	1.7	-8	13	14	-15	3	-23	11
CCOC(=O)C1CN(S(=O)(=O)c2ccccc2)c2cc(S(=O)(=O)CC)ccc2O1 (stereo not given)	-2	-0.3	-10	-6	1	-6	3	-9	20
Cc1cc(C)c2cc(C(=O)Nc3ccccc3)[nH]c2c1	-1	2.0	0	-7	.	-12	-3	-10	-5
CC(=O)N(/N=C/c1ccc([N+](=O)[O-])o1)c1nc2ccccc2c(=O)n1-c1ccccc1	5	-1.4	-134	-13	.	-11	4	-1	-4
COc1ccc(CNC(C)C2COc3ccccc3O2)c(OC)c1 (stereo not given)	1	2.0	-5	-2	7	-18	96*	-5	21
O=C1CCCC2=C1C(c1ccccc1)n1c(s/c(=C/c3cccc(F)c3)c1=O)=N2 (stereo not given)	3	-1.8	-4	-4	4	9	4	-8	16
COc1ccccc1-c1c(C)nn2c(N3CCN(Cc4ccccc4)CC3)cc(C)nc12	3	2.2	-10	-22	0	5	9	10	92*
O=C(CCCN1C(=O)CSc2ncccc21)N1CCN(Cc2ccccc2)CC1	4	1.8	-10	-16	0	6	7	3	23
C=CCc1cc(/C=N/NC(=O)CSc2nnc(CCCc3ccc(OC)cc3)o2)cc(OC)c1O	-4	4.9	-5	-17	-4	-1	0	-2	78*
Cc1cccc(C)c1NC(=S)N(Cc1ccccc1)Cc1cccnc1	4	1.3	-1	-4	3	-5	4	-16	19
CCCOc1ccc(CNC(=S)N/N=C/c2ccc([N+](=O)[O-])cc2)cc1	-3	-0.7	5	-2	6	8	1	17	-7
O=C(NC(Cc1ccccc1)C(=O)O)/C(=C\c1ccc(F)cc1)NC(=O)c1ccccc1 (stereo not given)	1	-1.4	-6	0	3	-6	-1	12	25
Nn1cnnc1SCC(=O)Nc1ccc2c(c1)OCO2	-4	-0.4	1	7	0	12	-2	11	-5
COc1ccc(S(=O)(=O)NCC2CCC(C(=O)NCc3ccco3)CC2)cc1 (stereo not given)	3	-0.1	-12	17	3	-7	3	-1	16
O=C(c1ccc(CSc2nc3ccncc3[nH]2)cc1)N1CCCCC1	-1	1.7	-3	1	3	-23	5	-7	12
COc1ccc2nc(NC(=O)CN3CCN(C)CC3)sc2c1	-2	-1.1	-14	-6	-6	-14	3	15	23
CCn1nc(C)c(CN2CCc3c([nH]c4ccccc34)C2C(C)(C)C)c1C (stereo not given)	0	-0.1	-6	3	11	-2	6	5	12

Screening results (PubChem)
